TAAR1 ag = human TAAR1 agonists, primary screen, Fluo-8 calcium fluorescence, CHO RD-HGA16 cells. Trace amine-associated receptor 1 (Homo sapiens), Q96RJ0. vehicle wells 0%, saturating PEA agonist 100%. activation, % at 3 µM. 0.99% of 360,000 active. AID 624467, 2012;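 active means activation above the mean activation of all test compounds in the run plus 3 SD, cut at about 38% in these data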
Target sequence (Q96RJ0 whole entry, looked up): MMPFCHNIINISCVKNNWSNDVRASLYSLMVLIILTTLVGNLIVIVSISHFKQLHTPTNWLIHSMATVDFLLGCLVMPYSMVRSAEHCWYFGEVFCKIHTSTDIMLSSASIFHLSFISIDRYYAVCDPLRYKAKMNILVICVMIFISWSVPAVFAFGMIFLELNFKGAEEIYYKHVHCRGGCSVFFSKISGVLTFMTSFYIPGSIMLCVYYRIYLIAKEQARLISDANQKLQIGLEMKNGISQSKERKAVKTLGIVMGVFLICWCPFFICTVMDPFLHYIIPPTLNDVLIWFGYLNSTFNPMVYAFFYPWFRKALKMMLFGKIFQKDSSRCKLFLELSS
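Repeats: no replicates (n 1) | Material: CHO-derived RD-HGA16 cells with stable Gα16 and human TAAR1 | Technique: Kinetic Fluo-8 calcium fluorescence | Schedule: 17-24 h seeding, 75 min 37 °C dye, 30 min RT | Evaluation: % activation from peak over basal fluorescence ratio, DMSO-to-PEA scaled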
CHRM5 PAM = human M5 muscarinic receptor positive allosteric modulators, primary screen, CHO-K1 cells, Fluo-8 calcium fluorescence; CHO-K1 hM5, ACh EC20 PAM; 0% = ACh EC20, 100% = ACh EC100; activation, % at 3 µM; 0.3% of 360,000 active; AID 624038, 2012;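 active means activation above the run cutoff, the mean activation of all test compounds plus 3 SD, cut at about 18% in these data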
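Probe or stimulus: acetylcholine, EC20 level; Assay system: human M5 receptor in CHO-K1 cells; Schedule: compound preincubation 140 s before EC20 acetylcholine addition; Technique: intracellular calcium via Fluo-8 fluorescence; Dosing: single-point, 3 µM nominal; Read-out basis: percent activation from peak-over-basal fluorescence ratio, scaled EC20-to-EC100 acetylcholine; Repeats: one well per compound, no replicates.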
M5 ag = human M5 muscarinic receptor agonists, primary screen, CHO-K1 cells, Fluo-8 calcium fluorescence; AID 624037, 2012; 0.19% of 360,000 active; activation, % at 3 µM; CHO-K1 hM5 cells; 0% DMSO wells, 100% maximal acetylcholine response;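 active means activation above the run's mean over test compounds plus 3 SD, cut at about 23% in these data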;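 further: signal is peak over basal fluorescence ratio across the kinetic read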
CHRM1 antagonist = human M1 muscarinic receptor antagonists, primary screen, CHO-K1 cells, Fluo-8 calcium fluorescence, 1536-well; Muscarinic acetylcholine receptor M1 (Homo sapiens), P11229; CHO-K1 hM1, ACh EC80 antagonist; inhibition, % at 3 µM; 1.3% of 360,000 active;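 active means percent inhibition above its own plate's cutoff, namely the mean of that plate's compound wells plus 3 SD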;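 further: peak over basal fluorescence ratio during 140 s after agonist addition; 0% = ACh EC80 plus DMSO and 100% = DMSO alone without agonist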
CHRM5 antagonist = human M5 muscarinic receptor antagonists, primary screen, CHO cells, Fluo-8 calcium fluorescence; Muscarinic acetylcholine receptor M5 (Homo sapiens), P08912; CHO-hM5 cells, ACh EC80; inhibition, % at 3 µM; 0.59% of 360,000 active;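 active means inhibition above a per-plate cutoff, the mean of that plate's test compounds plus 3 SD, cut at about 27% in these data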;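 further: 0% = acetylcholine EC80 with DMSO and 100% = DMSO without agonist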
CHRM1 PAM = human M1 muscarinic receptor positive allosteric modulators, primary screen, CHO-K1 cells, Fluo-8 calcium fluorescence, 1536-well; 0.088% of 360,000 active; CHO-K1 hM1, ACh EC20; 0% = ACh EC20, 100% = maximal ACh; activation, % at 3 µM; AID 588819, 2011; Muscarinic acetylcholine receptor M1 (Homo sapiens), P11229; in the data active means activation above about 19%, passing the limit was not always enough
CHRM4 agonist = human M4 muscarinic receptor agonists, primary screen, CHO-K1 cells, Fluo-8 calcium fluorescence; 0.14% of 360,000 active; CHO-K1 hM4/Gqi5; vehicle 0%, full acetylcholine response 100%; Muscarinic acetylcholine receptor M4 (Homo sapiens), P08173; activation, % at 3 µM;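 active means activation above the run mean over all test wells plus 3 SD, cut at about 32% in these data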;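 further: peak over basal fluorescence ratio per well then scaled between controls; 0% = DMSO wells and 100% = acetylcholine at EC100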
Target sequence (P08173 whole entry, looked up): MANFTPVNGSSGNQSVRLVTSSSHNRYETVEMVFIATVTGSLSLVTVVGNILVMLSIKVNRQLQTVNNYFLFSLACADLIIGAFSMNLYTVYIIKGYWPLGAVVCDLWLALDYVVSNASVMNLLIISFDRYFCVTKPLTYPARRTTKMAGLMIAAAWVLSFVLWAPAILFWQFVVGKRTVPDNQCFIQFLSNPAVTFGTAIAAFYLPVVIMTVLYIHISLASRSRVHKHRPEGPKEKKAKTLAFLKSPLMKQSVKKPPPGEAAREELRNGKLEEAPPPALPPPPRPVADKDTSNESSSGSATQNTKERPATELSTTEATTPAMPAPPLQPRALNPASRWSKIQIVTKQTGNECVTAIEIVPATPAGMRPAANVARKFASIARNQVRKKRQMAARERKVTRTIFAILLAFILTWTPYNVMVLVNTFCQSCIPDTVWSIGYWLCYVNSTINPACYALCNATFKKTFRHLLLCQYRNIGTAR
CHRM1 agonist = human M1 muscarinic receptor agonists, primary screen, Fluo-8 calcium fluorescence, CHO-K1 cells, HTS; CHO-K1 hM1, agonist mode; 0% DMSO, 100% acetylcholine EC100; activation, % at 3 µM; Muscarinic acetylcholine receptor M1 (Homo sapiens), P11229; 0.33% of 360,000 active;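 active means activation above the run's mean compound activation plus 3 SD, cut at about 16% in these data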;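 further: peak over basal fluorescence ratio within a 140 s kinetic read after compound addition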
M4 antag = human M4 muscarinic receptor antagonists, primary screen, CHO cells, Fluo-8 calcium fluorescence; 0.73% of 360,000 active; inhibition, % at 3 µM; Muscarinic acetylcholine receptor M4 (Homo sapiens), P08173; AID 624125, 2012; CHO-hM4 cells, ACh EC80;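 active means inhibition above its plate's cutoff, the mean inhibition of sample wells plus 3 SD, cut at about 27% in these data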;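 further: 0% = acetylcholine EC80 with DMSO and 100% = DMSO without agonist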
Starred values were filed as active, the others as inactive. Some of the compounds tested (hit frequency here may not be typical).

The first 3 entries (preview)
How did CC(=O)c1cccc(NC(=O)C(C)OC(=O)CCC2CCCCC2)c1 (stereo unspecified) do in these assays?
TAAR1 ag: 4; CHRM5 PAM: -8; M5 ag: 3; CHRM1 antagonist: -9; CHRM5 antagonist: 6; CHRM1 PAM: 0; CHRM4 agonist: 11; CHRM1 agonist: -2; M4 antag: -3

How did COc1ccc(CNS(=O)(=O)c2ccc(OC)cc2)cc1 do in these assays?
TAAR1 ag: 4; CHRM5 PAM: 1; M5 ag: -3; CHRM1 antagonist: -4; CHRM5 antagonist: -12; CHRM1 PAM: 1; CHRM4 agonist: 2; CHRM1 agonist: -1; M4 antag: -6

Results for NC(=O)C[n+]1cccc(CNC(=O)c2ccc(OC(F)F)cc2)c1 ?
TAAR1 ag: 4; CHRM5 PAM: -5; M5 ag: -2; CHRM1 antagonist: -4; CHRM5 antagonist: -7; CHRM1 PAM: 4; CHRM4 agonist: 2; CHRM1 agonist: -13; M4 antag: -2

The listing (from the top)
How did CC(=O)c1cccc(NC(=O)C(C)OC(=O)CCC2CCCCC2)c1 (stereo unspecified) do in these assays?
TAAR1 ag: 4; CHRM5 PAM: -8; M5 ag: 3; CHRM1 antagonist: -9; CHRM5 antagonist: 6; CHRM1 PAM: 0; CHRM4 agonist: 11; CHRM1 agonist: -2; M4 antag: -3

How did COc1ccc(CNS(=O)(=O)c2ccc(OC)cc2)cc1 do in these assays?
TAAR1 ag: 4; CHRM5 PAM: 1; M5 ag: -3; CHRM1 antagonist: -4; CHRM5 antagonist: -12; CHRM1 PAM: 1; CHRM4 agonist: 2; CHRM1 agonist: -1; M4 antag: -6

Results for NC(=O)C[n+]1cccc(CNC(=O)c2ccc(OC(F)F)cc2)c1 ?
TAAR1 ag: 4; CHRM5 PAM: -5; M5 ag: -2; CHRM1 antagonist: -4; CHRM5 antagonist: -7; CHRM1 PAM: 4; CHRM4 agonist: 2; CHRM1 agonist: -13; M4 antag: -2

Results for CCC(C)NC(=O)c1cc(Cl)c(NC(=O)C2=C(C)OCCS2)cc1OC (stereo unspecified) ?
TAAR1 ag: 0; CHRM5 PAM: 1; M5 ag: -4; CHRM1 antagonist: -7; CHRM5 antagonist: 2; CHRM1 PAM: 6; CHRM4 agonist: 6; CHRM1 agonist: -3; M4 antag: -7

Results for Cc1cc(C)cc(NC(=O)C2CCN(c3nc(C)cc(C)n3)CC2)c1 ?
TAAR1 ag: 0; CHRM5 PAM: 2; M5 ag: 4; CHRM1 antagonist: -9; CHRM5 antagonist: 3; CHRM1 PAM: 5; CHRM4 agonist: -1; CHRM1 agonist: -5; M4 antag: 0

How did COc1ccc(C)cc1N(CC(=O)NC1CCCC1)C(=O)CCC(=O)Nc1cc(C)on1 do in these assays?
TAAR1 ag: 27; CHRM5 PAM: -1; M5 ag: 5; CHRM1 antagonist: -17; CHRM5 antagonist: -6; CHRM1 PAM: 6; CHRM4 agonist: 1; CHRM1 agonist: -3; M4 antag: 0

How did CCOC(=O)c1ccc(NC(=O)CSCCC(=O)O)cc1 do in these assays?
TAAR1 ag: 11; CHRM5 PAM: 0; M5 ag: 0; CHRM1 antagonist: -4; CHRM5 antagonist: 9; CHRM1 PAM: 7; CHRM4 agonist: 1; CHRM1 agonist: -1; M4 antag: -2

What do the screens show for `N/C(Cn1cncn1)=N\NC(=O)c1ccc(Cl)cc1Cl`?
TAAR1 ag: 7; CHRM5 PAM: -3; M5 ag: -1; CHRM1 antagonist: -3; CHRM5 antagonist: 5; CHRM1 PAM: 10; CHRM4 agonist: 0; CHRM1 agonist: -8; M4 antag: 7

What do the screens show for `O=C(Nc1cccc(-c2nc3ccccc3s2)c1)c1cc(=O)c2ccccc2o1`?
TAAR1 ag: 10; CHRM5 PAM: -2; M5 ag: -2; CHRM1 antagonist: -6; CHRM5 antagonist: 4; CHRM1 PAM: 4; CHRM4 agonist: 5; CHRM1 agonist: -4; M4 antag: -2

Results for CN1C(=O)C2(NC(=O)c3ccccc3N2C)c2ccccc21 (stereo unspecified) ?
TAAR1 ag: 1; CHRM5 PAM: 8; M5 ag: 2; CHRM1 antagonist: -25; CHRM5 antagonist: -5; CHRM1 PAM: 8; CHRM4 agonist: -1; CHRM1 agonist: -4; M4 antag: 7

Results for CN(C(=O)CSc1nc(-c2ccc(C(C)(C)C)cc2)c(C#N)c(=O)[nH]1)C1CCCCC1 ?
TAAR1 ag: 8; CHRM5 PAM: 11; M5 ag: -2; CHRM1 antagonist: -12; CHRM5 antagonist: -11; CHRM1 PAM: 8; CHRM4 agonist: 0; CHRM1 agonist: -3; M4 antag: -5

How did C=C(C)C1CC=C(C)/C(=N/NC(=O)c2cccs2)C1 (stereo unspecified) do in these assays?
TAAR1 ag: 6; CHRM5 PAM: -2; M5 ag: -2; CHRM1 antagonist: -11; CHRM5 antagonist: 8; CHRM1 PAM: 6; CHRM4 agonist: 0; CHRM1 agonist: -5; M4 antag: 8

How did COc1ccc(C(=O)n2cnc3ccccc32)cc1[N+](=O)[O-] do in these assays?
TAAR1 ag: 0; CHRM5 PAM: 3; M5 ag: 2; CHRM1 antagonist: -10; CHRM5 antagonist: 5; CHRM1 PAM: 10; CHRM4 agonist: 1; CHRM1 agonist: -4; M4 antag: 4

Results for Cn1nnnc1SCc1cccc(CSc2nnnn2C)n1 ?
TAAR1 ag: 3; CHRM5 PAM: -3; M5 ag: 0; CHRM1 antagonist: -9; CHRM5 antagonist: -2; CHRM1 PAM: 2; CHRM4 agonist: 1; CHRM1 agonist: -4; M4 antag: 2

Results for COC(=O)c1sccc1NC(=O)c1ccc(C)cc1 ?
TAAR1 ag: 7; CHRM5 PAM: 6; M5 ag: -2; CHRM1 antagonist: -15; CHRM5 antagonist: 3; CHRM1 PAM: 14; CHRM4 agonist: 1; CHRM1 agonist: -3; M4 antag: -3

How did COc1ccc(NC(=O)c2cc3nc(-c4ccccc4)cc(C)n3n2)cc1OC do in these assays?
TAAR1 ag: 8; CHRM5 PAM: -7; M5 ag: 0; CHRM1 antagonist: 7; CHRM5 antagonist: 14; CHRM1 PAM: -8; CHRM4 agonist: 10; CHRM1 agonist: -7; M4 antag: -8

What do the screens show for `CS(=O)(=O)Nc1ccc(C(=O)NCCSC2CCCCC2)cc1`?
CHRM5 PAM: 1; M5 ag: 1; CHRM1 antagonist: -5; CHRM5 antagonist: 5; CHRM1 PAM: 4; CHRM4 agonist: 2; CHRM1 agonist: -5; M4 antag: -1

How did Cc1ccc(OCC(=O)c2cc(C)n(Cc3ccco3)c2C)c([N+](=O)[O-])n1 do in these assays?
TAAR1 ag: -1; CHRM5 PAM: -5; M5 ag: 7; CHRM1 antagonist: -3; CHRM5 antagonist: 2; CHRM1 PAM: 5; CHRM4 agonist: 7; CHRM1 agonist: 2; M4 antag: 1

Results for O=C(Cc1ccc(Br)cc1)Nc1cccc(S(=O)(=O)N2CCOCC2)c1 ?
TAAR1 ag: 6; CHRM5 PAM: -5; M5 ag: 5; CHRM1 antagonist: 8; CHRM5 antagonist: 14; CHRM1 PAM: -11; CHRM4 agonist: 9; CHRM1 agonist: -1; M4 antag: -8

What do the screens show for `COc1cccc(CCc2nnc(CCC(=O)N3CCCC3c3nccs3)o2)c1` (stereo unspecified)?
TAAR1 ag: 3; CHRM5 PAM: 7; M5 ag: -4; CHRM1 antagonist: 0; CHRM5 antagonist: 1; CHRM1 PAM: 5; CHRM4 agonist: 1; CHRM1 agonist: -6; M4 antag: -4

What do the screens show for `O=C(Nc1ccccc1)/C(=C/c1ccc(F)cc1)NC(=O)c1ccco1`?
TAAR1 ag: 6; CHRM5 PAM: -2; M5 ag: -2; CHRM1 antagonist: -13; CHRM5 antagonist: 8; CHRM1 PAM: 11; CHRM4 agonist: 2; CHRM1 agonist: -2; M4 antag: 4

How did CC(=O)NCCNc1nc(NC(C)C)nc2ccsc12 do in these assays?
TAAR1 ag: 1; CHRM5 PAM: -2; M5 ag: -1; CHRM1 antagonist: -12; CHRM5 antagonist: -5; CHRM1 PAM: 12; CHRM4 agonist: 1; CHRM1 agonist: -5; M4 antag: -12

How did O=C(/C=C/c1ccc(Cl)cc1)NC1CCS(=O)(=O)C1 (stereo unspecified) do in these assays?
TAAR1 ag: 2; CHRM5 PAM: 8; M5 ag: -1; CHRM1 antagonist: -6; CHRM5 antagonist: -5; CHRM1 PAM: 1; CHRM4 agonist: 2; CHRM1 agonist: -3; M4 antag: 4

How did CCOC(=O)N1CCN(C(=O)Cn2ccc3ccccc3c2=O)CC1 do in these assays?
TAAR1 ag: 8; CHRM5 PAM: 4; M5 ag: -1; CHRM1 antagonist: -24; CHRM5 antagonist: -4; CHRM1 PAM: 7; CHRM4 agonist: 0; CHRM1 agonist: -3; M4 antag: 11

What do the screens show for `Cc1c(C)n(CCc2ccccc2)c2ncnc(NN)c12`?
TAAR1 ag: 21; CHRM5 PAM: 1; M5 ag: 1; CHRM1 antagonist: -2; CHRM5 antagonist: -2; CHRM1 PAM: 0; CHRM4 agonist: 1; CHRM1 agonist: -3; M4 antag: 1

How did COCCCNC(=O)CC(NS(=O)(=O)c1ccc(C)cc1)c1ccc(OC)cc1 (stereo unspecified) do in these assays?
TAAR1 ag: 6; CHRM5 PAM: 0; M5 ag: 0; CHRM1 antagonist: 5; CHRM5 antagonist: 6; CHRM1 PAM: -4; CHRM4 agonist: 1; CHRM1 agonist: -5; M4 antag: -4

How did Cc1cccc(OCCC(=O)NCC(c2ccccc2)N(C)C)c1 (stereo unspecified) do in these assays?
TAAR1 ag: 9; CHRM5 PAM: -3; M5 ag: -7; CHRM1 antagonist: 6; CHRM5 antagonist: 4; CHRM1 PAM: -8; CHRM4 agonist: 1; CHRM1 agonist: -7; M4 antag: 11

How did COc1ccc(C(=O)COC(=O)c2ccc(Cl)nc2)c(OC)c1 do in these assays?
TAAR1 ag: 2; CHRM5 PAM: 4; M5 ag: -1; CHRM1 antagonist: 7; CHRM5 antagonist: 8; CHRM1 PAM: -4; CHRM4 agonist: 4; CHRM1 agonist: -4; M4 antag: -2

Source: PubChem BioAssay (The Scripps Research Institute Molecular Screening Center)
